inhibitors of VEEV – inhibitors of VEEV TC-83 cytopathic effect, confirmation, Vero cells (AID 588727) | Vero cells, VEEV TC-83 cytopathic effect inhibition; higher % means a stronger effect | one-dose inhibition, % at 20 µM; IC50 in µM for titrated hits | 350,000 tested, 0.13% active; in the data active = a potency from the dose series; also: strong numbers were not always called active
PhoP GFP inhibition – PhoP regulon inhibitors, Salmonella typhi PhoP promoter GFP reporter, confirmatory (AID 1850) | Salmonella Typhi PhoP-promoter GFP reporter, fluorescence, 4 h; higher % means a stronger effect | inhibition, % at 50 µM, or IC50 in µM where a hit was titrated | 310,000 tested, 0.33% active; in the data active = a potency from the dose series;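 also: 0% = induced wells with vehicle and 100% = uninduced wells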
tuberculosis growth – growth inhibition of non-replicating M. tuberculosis (AID 488890) | Mycobacterium tuberculosis non-replicating, growth inhibition; higher % means a stronger effect | inhibition, % at 25 µM, or IC50 in µM where a hit was titrated | 320,000 tested, 0.39% active; in the data active = a potency from the dose series;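 also: plate controls were DMSO cells for no effect and high antibiotic wells for full effect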
H37Rv inhibition – M. tuberculosis growth inhibition, HTS (AID 449762) | inhibition, % at 25 µM; hits with a dose series show IC50 in µM | M. tuberculosis H37Rv growth inhibition, 7H9 media; higher % means a stronger effect | 330,000 tested, 0.59% active; in the data active = a potency from the dose series;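 also: bacterial growth assessed after seven days of incubation; strong numbers were not always called active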
H1N1 NS1A inhibition – NS1A inhibition, H1N1 influenza, cell based functional assay (AID 504329); NS1A functional cell-based assay, percent inhibition; higher % means a stronger effect; one-dose inhibition, % at 12.5 µM; IC50 in µM for titrated hits; 340,000 tested, 0.3% active; in the data active = a potency from the dose series; also: strong numbers were not always called active
Starred values were filed as active, the others as inactive.

Screening CCOC(=O)/C(=N\Nc1ncnc2ccccc12)c1ccc(OC)cc1 returned inhibitors of VEEV 1.3%, PhoP GFP inhibition -0.6%, tuberculosis growth -8.0%, H37Rv inhibition 3.8% and H1N1 NS1A inhibition 10.8%.
For O=C(Nc1ccc(F)c(F)c1)c1ccco1 the results were inhibitors of VEEV inactive, PhoP GFP inhibition -0.3%, tuberculosis growth 5.0%, H37Rv inhibition -0.2% and H1N1 NS1A inhibition -5.3%.
C/C=C(\C)C(=O)OC(C)(C)[C@@H]1Cc2cc3ccc(=O)oc3cc2O1 was read as inhibitors of VEEV 6.2%, tuberculosis growth 0.4%, H37Rv inhibition 2.5% and H1N1 NS1A inhibition -9.7%.
`COc1ccc(N2CCN(S(=O)(=O)c3cccc4cccnc34)CC2)cc1` gave inhibitors of VEEV 0.7%, PhoP GFP inhibition -4.0%, tuberculosis growth 22.2%, H37Rv inhibition -1.5% and H1N1 NS1A inhibition -5.9%.
CCOc1ccc(N2C(=O)C3C(c4ccc(OC)cc4OC)NC(CCSC)(C(=O)OC)C3C2=O)cc1 (stereo not given) was read as inhibitors of VEEV 1.7%, PhoP GFP inhibition 7.4%, tuberculosis growth 3.0%, H37Rv inhibition 50.4% and H1N1 NS1A inhibition -3.5%.
`Cc1ccc(S(=O)(=O)Nc2ccc3nc(C)sc3c2)c(C)c1` gave inhibitors of VEEV 1.6%, tuberculosis growth 24.0%, H37Rv inhibition 9.7% and H1N1 NS1A inhibition -6.6%.
For COC(=O)C[C@H]1c2cc(F)ccc2S(=O)(=O)N1c1ccccc1 the results were inhibitors of VEEV inactive, PhoP GFP inhibition -6.2%, tuberculosis growth -2.5%, H37Rv inhibition -6.5% and H1N1 NS1A inhibition -2.6%.
`NCCNc1ccc2nnnn2n1` gave inhibitors of VEEV 0.1%, PhoP GFP inhibition 3.5%, tuberculosis growth -1.2%, H37Rv inhibition 4.7% and H1N1 NS1A inhibition 6.1%.
`O=C1CCCN1c1ccc(S(=O)(=O)N2CCN(c3ccccn3)CC2)cc1` gave inhibitors of VEEV inactive, PhoP GFP inhibition -3.4%, tuberculosis growth -1.8%, H37Rv inhibition -4.1% and H1N1 NS1A inhibition -5.6%.
COc1ccc(-c2cn3cccnc3n2)cc1NC(=O)C(C)C was read as inhibitors of VEEV 1.8%, PhoP GFP inhibition -7.6%, tuberculosis growth 1.5%, H37Rv inhibition 20.3% and H1N1 NS1A inhibition 3.7%.
For O=C(c1ccc2c3c(cccc13)CC2)C1CCCN(C(=O)c2cccnc2)C1 (stereo not given) the results were inhibitors of VEEV 2.1%, PhoP GFP inhibition -5.2%, tuberculosis growth 16.5%, H37Rv inhibition 5.6% and H1N1 NS1A inhibition -11.3%.
Screening CCOP(=O)(OCC)c1nc(/C=C/c2ccccc2)oc1NCc1ccccc1 returned inhibitors of VEEV 7.1%, PhoP GFP inhibition 5.5%, tuberculosis growth -0.8%, H37Rv inhibition -5.6% and H1N1 NS1A inhibition -14.7%.
`Cc1nnc(Nc2ccc(Cl)c(C(F)(F)F)c2)[nH]c1=O` gave inhibitors of VEEV 2.4%, PhoP GFP inhibition -4.2%, tuberculosis growth 10.2%, H37Rv inhibition -3.1% and H1N1 NS1A inhibition -7.5%.
Screening COc1ccc2cc(-c3ccccc3F)ncc2c1 returned inhibitors of VEEV 2.0%, tuberculosis growth 56.4%, H37Rv inhibition 22.8% and H1N1 NS1A inhibition -1.1%.
`CC(=O)c1c(C)[nH]c(C(=O)CSc2nc3ccc(C)cc3[nH]2)c1C` gave inhibitors of VEEV 9.9%, PhoP GFP inhibition -20.2%, tuberculosis growth 19.3%, H37Rv inhibition 4.0% and H1N1 NS1A inhibition 15.7%.

Taken from the listing for reference:
For O=C(c1ccc2c3c(cccc13)CC2)C1CCCN(C(=O)c2cccnc2)C1 (stereo not given) the results were inhibitors of VEEV 2.1%, PhoP GFP inhibition -5.2%, tuberculosis growth 16.5%, H37Rv inhibition 5.6% and H1N1 NS1A inhibition -11.3%.
Screening CCOP(=O)(OCC)c1nc(/C=C/c2ccccc2)oc1NCc1ccccc1 returned inhibitors of VEEV 7.1%, PhoP GFP inhibition 5.5%, tuberculosis growth -0.8%, H37Rv inhibition -5.6% and H1N1 NS1A inhibition -14.7%.
`Cc1nnc(Nc2ccc(Cl)c(C(F)(F)F)c2)[nH]c1=O` gave inhibitors of VEEV 2.4%, PhoP GFP inhibition -4.2%, tuberculosis growth 10.2%, H37Rv inhibition -3.1% and H1N1 NS1A inhibition -7.5%.
Screening COc1ccc2cc(-c3ccccc3F)ncc2c1 returned inhibitors of VEEV 2.0%, tuberculosis growth 56.4%, H37Rv inhibition 22.8% and H1N1 NS1A inhibition -1.1%.
`CC(=O)c1c(C)[nH]c(C(=O)CSc2nc3ccc(C)cc3[nH]2)c1C` gave inhibitors of VEEV 9.9%, PhoP GFP inhibition -20.2%, tuberculosis growth 19.3%, H37Rv inhibition 4.0% and H1N1 NS1A inhibition 15.7%.

(listing goes on)
For CC1CN(S(=O)(=O)c2ccc(C(=O)Nc3ccc(S(=O)(=O)Nc4nccs4)cc3)cc2)CC(C)O1 (stereo not given) the results were inhibitors of VEEV 1.7%, PhoP GFP inhibition 16.3%, tuberculosis growth 41.8%, H37Rv inhibition 4.0% and H1N1 NS1A inhibition -1.2%.
O=C(OCC(=O)C12CC3CC(CC(C3)C1)C2)c1cnccn1 was read as inhibitors of VEEV 4.5%, PhoP GFP inhibition 3.7%, tuberculosis growth 17.7%, H37Rv inhibition -3.2% and H1N1 NS1A inhibition -5.3%.
`CCOC(=O)C(=O)Nc1sc(C(=O)N2CCOCC2)c(C)c1C#N` gave inhibitors of VEEV inactive, PhoP GFP inhibition 7.4%, tuberculosis growth -1.5%, H37Rv inhibition -3.1% and H1N1 NS1A inhibition -3.0%.
For CCOc1ccc2oc(C(=O)OCC(=O)NCC3CCCO3)c(C)c2c1 (stereo not given) the results were inhibitors of VEEV 2.5% and H1N1 NS1A inhibition -12.1%.
Screening C[C@H]1C=C(C(=O)N2CCOCC2)O[C@@H](OCc2ccc(CO)cc2)C1 returned inhibitors of VEEV 1.2%, PhoP GFP inhibition -7.0%, tuberculosis growth -18.9%, H37Rv inhibition -1.7% and H1N1 NS1A inhibition -11.6%.
Cn1ncc2c(Nc3ccc4ccccc4c3)ncnc21 was read as inhibitors of VEEV 9.3%, PhoP GFP inhibition 4.7%, tuberculosis growth 6.7%, H37Rv inhibition -2.5% and H1N1 NS1A inhibition 0.7%.
`CCOc1ccc(C(=O)NC(=S)Nc2ccc(NC(=O)c3ccco3)c(C)c2)cc1[N+](=O)[O-]` gave inhibitors of VEEV 0.6%, PhoP GFP inhibition 0.0%, tuberculosis growth -24.8%, H37Rv inhibition -4.9% and H1N1 NS1A inhibition 3.7%.
For CC(=O)Nc1ccc(S(=O)(=O)NCCC(=O)N2CCCCC2)cc1 the results were inhibitors of VEEV 4.9%, PhoP GFP inhibition -11.0%, tuberculosis growth -6.6%, H37Rv inhibition 0.4% and H1N1 NS1A inhibition -9.5%.
O=C(Cc1cccs1)NCc1ccc2c(c1)OCO2 was read as inhibitors of VEEV 6.2%, PhoP GFP inhibition -13.9%, tuberculosis growth -4.8%, H37Rv inhibition -1.8% and H1N1 NS1A inhibition 10.2%.
`OC(CN1CCN(c2ccccc2)CC1)Cn1c2ccccc2c2ccccc21` (stereo not given) gave inhibitors of VEEV 1.9%, PhoP GFP inhibition 5.1%, tuberculosis growth -2.4%, H37Rv inhibition 14.7% and H1N1 NS1A inhibition 6.4%.
For CCOC(=O)C1=C(C)NC(=O)NC1c1ccc(OCC(=O)OC)c(OC)c1 (stereo not given) the results were inhibitors of VEEV 0.6%, PhoP GFP inhibition 4.8%, tuberculosis growth -13.6%, H37Rv inhibition -2.9% and H1N1 NS1A inhibition -7.7%.
For Cc1cc(/C=C2\SC(=O)N(C)C2=O)c(C)n1-c1ccc(O)cc1 the results were inhibitors of VEEV 5.8%, PhoP GFP inhibition -14.1%, tuberculosis growth 25.3%, H37Rv inhibition 4.4% and H1N1 NS1A inhibition 5.4%.
Screening CNC(=O)c1nn(-c2ccc(C)cc2)ccc1=O returned inhibitors of VEEV 0.7%, PhoP GFP inhibition -6.7%, tuberculosis growth -5.2%, H37Rv inhibition -1.9% and H1N1 NS1A inhibition -10.8%.
For OCCC1CN(Cc2cccc3c2OCO3)CCN1C1CCCCC1 (stereo not given) the results were inhibitors of VEEV 0.6%, PhoP GFP inhibition -4.3%, tuberculosis growth -19.0%, H37Rv inhibition 1.8% and H1N1 NS1A inhibition -12.8%.
Screening C/C(=N\NC(=O)NC1CCCCC1)C1CCCCC1 returned inhibitors of VEEV inactive, PhoP GFP inhibition -5.7%, tuberculosis growth -7.9%, H37Rv inhibition -0.5% and H1N1 NS1A inhibition 3.2%.
Screening COc1ccccc1OCCNC(=O)C(CCSC)NC(=O)COc1ccccc1 (stereo not given) returned inhibitors of VEEV 2.0%, tuberculosis growth -2.2%, H37Rv inhibition -3.7% and H1N1 NS1A inhibition -6.1%.
CCCCCCC/C(C)=N/NC(=O)CC(=O)NCCc1ccccc1 was read as inhibitors of VEEV 6.0%, PhoP GFP inhibition -1.2%, tuberculosis growth -9.2%, H37Rv inhibition -0.2% and H1N1 NS1A inhibition -3.7%.
For Cc1cc(C(=O)CNCc2ccco2)c(C)n1-c1ccc(F)cc1 the results were inhibitors of VEEV 0.3%, PhoP GFP inhibition -8.3%, tuberculosis growth 46.8%, H37Rv inhibition 6.3% and H1N1 NS1A inhibition 1.3%.
Screening COc1ccc(S(=O)(=O)N(C)CC(=O)N2CCN(Cc3ccccc3)CC2)cc1C returned inhibitors of VEEV 2.8%, PhoP GFP inhibition 5.0%, tuberculosis growth 1.2%, H37Rv inhibition 0.5% and H1N1 NS1A inhibition 9.7%.
For COCc1nc2ccccc2n1Cc1ccc(Br)cc1 the results were inhibitors of VEEV 3.7%, PhoP GFP inhibition -3.2%, tuberculosis growth 22.3%, H37Rv inhibition -3.5% and H1N1 NS1A inhibition -1.1%.
For CCS(=O)(=O)c1ccc(C(=O)Nc2ccccc2OC)c(Cl)c1Cl the results were inhibitors of VEEV inactive, PhoP GFP inhibition 2.1%, tuberculosis growth 5.2%, H37Rv inhibition -0.2% and H1N1 NS1A inhibition -1.9%.
For c1cnc2ccc(-c3ccc4ncccc4c3)cc2c1 the results were inhibitors of VEEV 8.5%, PhoP GFP inhibition -0.2%, tuberculosis growth 77.1%, H37Rv inhibition 67.9% and H1N1 NS1A inhibition 2.0%.
Screening Cc1cccc(OCCOC(=O)c2ccc(F)c(S(=O)(=O)N3CCOCC3)c2)c1 returned inhibitors of VEEV 4.7%, tuberculosis growth 17.4%, H37Rv inhibition 4.7% and H1N1 NS1A inhibition -2.5%.
Screening COc1ccc(-c2c3c(cc4ncn(Cc5ccccc5)c24)COC3=O)cc1 returned inhibitors of VEEV 4.3%, tuberculosis growth 27.3%, H37Rv inhibition -0.5% and H1N1 NS1A inhibition -6.3%.
Screening COc1ccc(CC(=O)Nc2sc3c(c2C(N)=O)CCCC3)cc1 returned inhibitors of VEEV inactive, PhoP GFP inhibition -4.6%, tuberculosis growth -21.2%, H37Rv inhibition -0.2% and H1N1 NS1A inhibition -1.0%.
`CCN(CCCNC(=O)CCc1nc(-c2ccc(OC)cc2)no1)c1cccc(C)c1` gave inhibitors of VEEV 2.8%, PhoP GFP inhibition 3.1%, tuberculosis growth 47.6%, H37Rv inhibition 11.5% and H1N1 NS1A inhibition 5.1%.
CC(C)c1ccc(CN(C(=O)c2cccs2)C2CCS(=O)(=O)C2)cc1 (stereo not given) was read as inhibitors of VEEV 2.4%, PhoP GFP inhibition 11.5%, tuberculosis growth -14.3%, H37Rv inhibition 15.6% and H1N1 NS1A inhibition -4.4%.
Screening Cc1ccc(CCNC(=O)C2CCC(=O)N(Cc3cccc(F)c3)C2)cc1 (stereo not given) returned inhibitors of VEEV 5.7%, PhoP GFP inhibition -2.9%, tuberculosis growth 16.7%, H37Rv inhibition 3.4% and H1N1 NS1A inhibition -13.2%.
O=C(CSc1ccc(Cl)cc1)Nc1cc(-c2nc3ncccc3o2)ccc1Cl was read as PhoP GFP inhibition 1.7%, tuberculosis growth -0.2% and H37Rv inhibition 6.8%.
For CC1CC(C)CN(S(=O)(=O)c2ccc3c(c2)CC(=O)N3)C1 (stereo not given) the results were inhibitors of VEEV 2.1%, tuberculosis growth 18.5%, H37Rv inhibition -4.9% and H1N1 NS1A inhibition -5.4%.
Screening COc1cc(/C=N/O)ccc1OCc1ccc(C(=O)O)cc1 returned inhibitors of VEEV 0.8%, PhoP GFP inhibition 4.9%, tuberculosis growth 10.1%, H37Rv inhibition -2.9% and H1N1 NS1A inhibition -5.1%.
O=C(NCCOc1ccccc1)c1ccccc1SCC(=O)N1CCCC1 was read as inhibitors of VEEV 0.7%, tuberculosis growth 8.8%, H37Rv inhibition -4.3% and H1N1 NS1A inhibition -15.4%.
Screening Cc1cc(C)c2cc(C(=O)N3CCc4ccccc4C3)[nH]c2c1 returned inhibitors of VEEV 1.4%, PhoP GFP inhibition -1.0%, tuberculosis growth 25.6%, H37Rv inhibition 9.8% and H1N1 NS1A inhibition -16.0%.

Compound activity deposited in PubChem by Southern Research Specialized Biocontainment Screening Center.
